FBPA Giardia inh = Giardia lamblia aldolase inhibition; purified Giardia FBPA; 290,000 tested, 0.71% active; AID 2451; Potency, µM (doses to about 59.6 µM), inactives show at the highest dose activity, negative = inhibition, hits mostly inhibitors; also: potency is read from the fitted curve at half-maximal effect; nearly all actives have a fitted effect of over 55% in size
Target sequence (A8B2U2 whole entry, looked up): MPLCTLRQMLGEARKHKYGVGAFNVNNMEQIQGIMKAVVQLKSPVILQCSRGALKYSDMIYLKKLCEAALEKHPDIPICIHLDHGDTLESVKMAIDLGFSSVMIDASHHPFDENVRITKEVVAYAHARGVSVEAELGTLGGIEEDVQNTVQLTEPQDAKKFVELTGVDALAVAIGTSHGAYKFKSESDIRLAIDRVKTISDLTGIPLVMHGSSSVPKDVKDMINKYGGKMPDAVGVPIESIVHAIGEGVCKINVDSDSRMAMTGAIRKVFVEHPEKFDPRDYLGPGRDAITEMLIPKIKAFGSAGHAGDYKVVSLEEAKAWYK
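Giardia FBPA (40 nM reagent) was preincubated 10 min at RT with compound (up to 57.5 uM final), then substrate plus GAPDH/TPI/NAD/arsenate coupling system with diaphorase/resazurin was added; resorufin fluorescence (525/598 nm) was read after 20 min.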
AmpC detergent = AmpC beta-lactamase inhibition with detergent present. AmpC hydrolysis of nitrocefin, absorbance 480 nm, 0.01% Triton. P00811. 370,000 tested, 0.041% active. AID 485294. Potency, µM (highest dose often 114 µM), inactives show at the highest dose activity change, negative = inhibition, hits mostly inhibitors;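 also: potency is read from the fitted curve at half-maximal effect; 0% = no-compound wells and -100% = no-enzyme wells; nearly all actives have a fitted effect of over 25% in size; some results filed as inactive show a strong effect at the top dose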
Target sequence (P00811 whole entry, looked up): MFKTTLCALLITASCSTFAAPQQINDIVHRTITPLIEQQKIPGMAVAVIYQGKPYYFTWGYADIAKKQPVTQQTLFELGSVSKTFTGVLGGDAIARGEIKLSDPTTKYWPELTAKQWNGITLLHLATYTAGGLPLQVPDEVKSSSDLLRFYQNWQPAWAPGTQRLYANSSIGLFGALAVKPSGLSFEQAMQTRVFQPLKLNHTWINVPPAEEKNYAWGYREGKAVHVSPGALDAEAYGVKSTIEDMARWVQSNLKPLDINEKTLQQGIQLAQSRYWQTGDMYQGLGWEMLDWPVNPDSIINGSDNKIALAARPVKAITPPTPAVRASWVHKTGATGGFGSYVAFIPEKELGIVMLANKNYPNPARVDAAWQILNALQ
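AmpC (5.3 nM in the dispensed reagent) in 20 mM phosphate pH 7.0 with 0.01% (detergent screen) or 0.0001% Triton X-100 was preincubated with compounds for 15 min at room temperature. Nitrocefin was then added from an 800 uM solution, and hydrolysis was followed at 480 nm.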
AMA1 RON2 block = inhibitors of Plasmodium falciparum AMA1-RON2 interaction; AlphaScreen AMA1-biotinylated RON2 peptide binding; Potency, µM (top dose mostly 58.2 µM), inactives show at the highest dose activity change, negative = inhibition, actives largely listed as inhibitors; 360,000 tested, 0.2% active; AID 720542;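 also: potency is read from the fitted curve at half-maximal effect; 0% = vehicle wells and -100% = peptide control; nearly all actives have a fitted effect of over 45% in size; some results filed as inactive show a strong effect at the top dose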
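AMA1 (3D7) with his tag at 25 nM final met compounds first, then biotinylated RON2 peptide at 25 nM; detection used donor plus acceptor beads, 10 µg/mL apiece, read by AlphaScreen after 30 min at room temperature.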
Sm TGR inh = inhibitors of Schistosoma mansoni thioredoxin glutathione reductase; Potency, µM (titrated, usually from 114 µM), without a hit: at the highest dose activity change, negative = inhibition, actives largely listed as inhibitors; purified TGR, DTNB reduction, TNB absorbance 405 nm; 360,000 tested, 3% active; also: potency is read from the fitted curve at half-maximal effect; nearly all actives have a fitted effect of over 60% in size
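Kinetic colorimetric format: TGR-catalysed, NADPH-driven DTNB reduction monitored via TNB absorbance. Enzyme dispensed at 20 nM; compound exposure 15 min at room temperature before reaction start.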
HCV inhibitor = HCV inhibition; Potency, µM (titrated, usually from 41.8 µM), for inactives: top-dose activity change, negative = inhibition, most hits filed as inhibitors; Huh7.5.1 HCVcc-Cre infection, luciferase reporter, 44 h; 340,000 tested, 3.4% active; also: potency is read from the fitted curve at half-maximal effect
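Infectious HCVcc-Cre (~0.5 moi) was added to cells just after compound, with cells seeded 4 h earlier at 1,000 per well. Luciferase activity after 44 h culture reported infection; substrate was incubated 15 min at room temperature before reading.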
HCMV inh = human cytomegalovirus inhibition; 410,000 tested, 4.5% active; activity change, negative = inhibition, % at 57.5 µM; HFF cells, HCMV-luciferase reporter, 72 h; stronger effect = lower value; in the data active = activity change below about -60%; inconclusive = no clear call, values can overlap the other calls; inactive = above about -39%
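Screen run at 2 compound doses on HFFs infected with reporter HCMV, MOI 1 PFU/cell. Luciferase activity from cell lysates at 72 h post infection gave inhibition relative to buffer-only and Salinomycin wells.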
The depositor's hits bear a star; ? = inconclusive; · = no result given; [ ] = another dose, or the depositor's remark. Unless noted, calls follow the shape of the dose curve; as a rule, active = well fitted curve in the direction sought with a large enough effect; inconclusive = small, poorly fitted or top-dose-only effect, or another doubt; inactive = no such curve, though single readings can be large; an effect the other way counts as inactive or inconclusive. Unless noted, % is scaled to controls: 0 for no effect and ±100 for the full control effect.

Assay codes – A = FBPA Giardia inh; B = AmpC detergent; C = AMA1 RON2 block; D = Sm TGR inh; E = HCV inhibitor; F = HCMV inh
Clc1ccccc1OCCn1cnc2ccccc21
  A: -3% | B: 1% | C: -2% | D: 0% | E: · | F: -36
COc1ccc(C2=NOC(Cn3nc(C(=O)NCc4ccc(OC(F)(F)F)cc4)cc3-c3ccccc3)C2)cc1 (stereo unspecified)
  A: · | B: -12% | C: -3% | D: 0% | E: 17% | F: 11
O=C(COc1cc(O)c2c(=O)cc(-c3ccccc3)oc2c1)c1cccc([N+](=O)[O-])c1
  A: 6% | B: -12% | C: 3% | D: -12% | E: -22% | F: -12
COc1ccc(-c2[nH]c3c(c2-c2c(-n4cccc4)n(C)c(=O)n(C)c2=O)c(=O)n(C)c(=O)n3C)cc1
  A: · | B: 17% | C: · | D: 0% | E: · | F: 12
COc1ccc(Nc2nc3ccccc3n2C)cc1
  A: ? | B: -6% | C: 5% | D: 14% | E: -28% | F: 168
CC(=O)Nc1ccc(S(=O)(=O)NCCC(=O)NCCc2ccc(F)cc2)cc1
  A: 8% | B: ? | C: 11% | D: 11% | E: 5% | F: 71
CC(C)[C@H](NC(=O)c1ccco1)C(=O)OCC(=O)N1CCc2ccccc21
  A: -1% | B: 0% | C: 5% | D: -14% | E: 12% | F: 28
O=C(COC(=O)CCc1ccccc1)Nc1ccccc1OC(F)F
  A: 2% | B: -10% | C: -4% | D: -1% | E: -7% | F: 12
CN(CCc1ccccc1)C(=O)c1cccc(NC(=O)Cc2cccc(NC(=O)C3CCCN(C(=O)C4CCCCC4)C3)c2)c1 (stereo unspecified)
  A: · | B: · | C: -1% | D: · | E: -17%[8.37 µM] | F: -28
CCOc1ccc(NC(=O)CN2CCCN(Cc3cc(C)ccc3C)S2(=O)=O)cc1
  A: · | B: -4% | C: · | D: -11% | E: · | F: ?
COc1ccc2[nH]c3c(c2c1)CCN1C(=O)C(CC(=O)NCc2cccc(C(F)(F)F)c2)C[C@H](C(=O)N2CCCCC2)[C@@]31C (stereo partly specified)
  A: · | B: · | C: -28% | D: · | E: 11µM* | F: -10
COc1ccccc1C(=O)NNC(=O)c1cccc(Cl)c1
  A: 1% | B: -3% | C: 55%[activator] | D: 14% | E: 21% | F: 34
CC(=O)c1cccc(NC(=O)N2CCCC2C(=O)Nc2c(C)cccc2C)c1 (stereo unspecified)
  A: 8% | B: 6% | C: 7% | D: 2% | E: 12% | F: -11
COc1ccc(C(=S)N2CCOCC2)cc1OC(=O)c1ccc([N+](=O)[O-])cc1[N+](=O)[O-]
  A: · | B: 2% | C: -17% | D: -4% | E: 16% | F: 112
CC(C)CN(C(=O)COC(=O)CSc1ccccc1F)c1c(N)n(Cc2ccccc2)c(=O)[nH]c1=O
  A: · | B: ? | C: 12% | D: 3% | E: 7% | F: 4
CCCN(CCC)c1nc2c(C)cccn2c(=O)c1/C=C1/SC(=S)N(Cc2ccco2)C1=O
  A: -6% | B: 3% | C: -16% | D: ? | E: -22% | F: ·
COc1ccc(OC)c([C@@H](O)[C@H](C)NC(C)(C)C)c1
  A: 5% | B: 1% | C: -1% | D: 28% | E: 12%[8.37 µM] | F: 2
COc1ccc(C(CC(=O)O)N2Cc3ccccc3C2=O)cc1OC (stereo unspecified)
  A: 0% | B: ? | C: 0% | D: -13% | E: 13% | F: 5
CCC(C)(C)C1CCc2[nH]nc(C(=O)NCc3ccccn3)c2C1 (stereo unspecified)
  A: · | B: -4% | C: 106%[activator] | D: -6% | E: -21% | F: ?
COCc1cc(/C=N\NC(=O)Cc2ccc(Cl)cc2)ccc1OC
  A: 6% | B: 4% | C: 7% | D: 3% | E: -24% | F: 16
CC1(c2ccccc2)ON(c2ccccc2C(F)(F)F)C1=O (stereo unspecified)
  A: · | B: -3% | C: · | D: -11% | E: 1% | F: ·
CC(SCCc1ccccn1)C(=O)O (stereo unspecified)
  A: -27% | B: -15% | C: 0% | D: 2%[11.4 µM] | E: 16% | F: 15
COc1ccc([C@@H]2CC=C(C(=O)O)[C@H](c3ccc(Cl)cc3)N2S(=O)(=O)c2ccc(C)cc2)cc1OC
  A: · | B: 1% | C: 2% | D: -23% | E: 6% | F: -22
COc1cccc(NC(=O)c2ccco2)c1
  A: -4% | B: 2% | C: -3% | D: -6% | E: -4% | F: 38
COc1ccc(CN2CCN(S(=O)(=O)c3ccccc3)CC2)c(OC)c1OC
  A: · | B: · | C: 4% | D: · | E: 10% | F: -23

Assay codes – A = FBPA Giardia inh; B = AmpC detergent; C = AMA1 RON2 block; D = Sm TGR inh; E = HCV inhibitor; F = HCMV inh
O=C(Cn1ncc2c([nH]c3ccccc32)c1=O)NCc1cccc(Cl)c1
  A: · | B: 4% | C: · | D: -10% | E: · | F: 4
C/C(=N\NC(=O)c1ccc(Br)o1)c1cc2c(cc1NC(=O)CCC(=O)O)OCO2
  A: · | B: -6% | C: 48%[activator] | D: 2% | E: 9% | F: -39
Cc1ccc(S(=O)(=O)Cn2nnnc2CN2CCCC3(CCCCC3)C2)cc1
  A: -3% | B: 5% | C: 1% | D: ? | E: 3% | F: -68*
CSc1ccccc1OCc1cc(C(=O)NC2CCc3ccccc32)no1 (stereo unspecified)
  A: -6% | B: -2% | C: 0% | D: 1% | E: -1% | F: 26
Nc1nc2c(c(=O)[nH]1)C(c1ccccc1)C1=C(N2)c2ccccc2C1=O (stereo unspecified)
  A: -3% | B: -15% | C: -23% | D: -11% | E: 2% | F: -10
Cc1c(N)cc(S(=O)(=O)O)cc1NC(=O)c1cccc([N+](=O)[O-])c1
  A: · | B: · | C: 0% | D: · | E: 7% | F: 15
Cc1cc(C)c(NC(=O)CN(C)C(=O)CNC(=O)c2cccs2)c(C)c1
  A: · | B: 2% | C: 11% | D: -12% | E: 16% | F: 28

Given with two lines to a compound: 13 of the compounds above.
Order of results – FBPA Giardia inh	AmpC detergent	AMA1 RON2 block	Sm TGR inh	HCV inhibitor	HCMV inh
- COCc1cc(/C=N\NC(=O)Cc2ccc(Cl)cc2)ccc1OC
 : 6%	4%	7%	3%	-24%	16
- CC1(c2ccccc2)ON(c2ccccc2C(F)(F)F)C1=O (stereo unspecified)
 : ·	-3%	·	-11%	1%	·
- CC(SCCc1ccccn1)C(=O)O (stereo unspecified)
 : -27%	-15%	0%	2%[11.4 µM]	16%	15
- COc1ccc([C@@H]2CC=C(C(=O)O)[C@H](c3ccc(Cl)cc3)N2S(=O)(=O)c2ccc(C)cc2)cc1OC
 : ·	1%	2%	-23%	6%	-22
- COc1cccc(NC(=O)c2ccco2)c1
 : -4%	2%	-3%	-6%	-4%	38
- COc1ccc(CN2CCN(S(=O)(=O)c3ccccc3)CC2)c(OC)c1OC
 : ·	·	4%	·	10%	-23
- O=C(Cn1ncc2c([nH]c3ccccc32)c1=O)NCc1cccc(Cl)c1
 : ·	4%	·	-10%	·	4
- C/C(=N\NC(=O)c1ccc(Br)o1)c1cc2c(cc1NC(=O)CCC(=O)O)OCO2
 : ·	-6%	48%[activator]	2%	9%	-39
- Cc1ccc(S(=O)(=O)Cn2nnnc2CN2CCCC3(CCCCC3)C2)cc1
 : -3%	5%	1%	?	3%	-68*
- CSc1ccccc1OCc1cc(C(=O)NC2CCc3ccccc32)no1 (stereo unspecified)
 : -6%	-2%	0%	1%	-1%	26
- Nc1nc2c(c(=O)[nH]1)C(c1ccccc1)C1=C(N2)c2ccccc2C1=O (stereo unspecified)
 : -3%	-15%	-23%	-11%	2%	-10
- Cc1c(N)cc(S(=O)(=O)O)cc1NC(=O)c1cccc([N+](=O)[O-])c1
 : ·	·	0%	·	7%	15
- Cc1cc(C)c(NC(=O)CN(C)C(=O)CNC(=O)c2cccs2)c(C)c1
 : ·	2%	11%	-12%	16%	28
